From PubChem BioAssay
OPRM1-OPRD1 ag – OPRM1-OPRD1 heterodimerization agonism; P35372+P41143; cells, luminescence; activation, % at 9.3 µM; actives 0.3% (n = 340,000); AID 504326; in the data active = activation above about 18%;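 also: 0% = vehicle-treated cells and 100% = reference agonist; values of inactives mirror those of a sister screen read the other way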
Target sequence (P35372 whole entry, looked up): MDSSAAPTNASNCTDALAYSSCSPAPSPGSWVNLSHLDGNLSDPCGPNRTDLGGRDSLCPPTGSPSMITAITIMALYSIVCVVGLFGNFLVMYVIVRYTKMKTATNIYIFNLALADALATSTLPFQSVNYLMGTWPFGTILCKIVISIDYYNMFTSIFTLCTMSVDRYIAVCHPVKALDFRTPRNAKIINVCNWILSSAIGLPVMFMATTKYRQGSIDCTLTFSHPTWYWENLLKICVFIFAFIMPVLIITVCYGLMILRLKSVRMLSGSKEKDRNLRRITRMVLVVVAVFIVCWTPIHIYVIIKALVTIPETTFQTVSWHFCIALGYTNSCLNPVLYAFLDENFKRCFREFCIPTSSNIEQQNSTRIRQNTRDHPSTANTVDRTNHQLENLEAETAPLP
Target sequence (P41143 whole entry, looked up): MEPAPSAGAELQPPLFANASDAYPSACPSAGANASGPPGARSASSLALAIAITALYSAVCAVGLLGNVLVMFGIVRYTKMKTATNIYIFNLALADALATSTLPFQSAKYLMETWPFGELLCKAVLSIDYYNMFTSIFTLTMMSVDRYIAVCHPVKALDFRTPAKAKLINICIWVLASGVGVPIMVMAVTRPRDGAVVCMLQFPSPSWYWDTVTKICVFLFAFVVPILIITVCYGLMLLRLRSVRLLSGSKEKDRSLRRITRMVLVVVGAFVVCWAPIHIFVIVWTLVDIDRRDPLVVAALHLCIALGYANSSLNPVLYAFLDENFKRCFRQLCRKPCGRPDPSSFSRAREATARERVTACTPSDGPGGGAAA
Ecoli viability – counter-screen for AddAB inhibitors: E. coli growth inhibition; E. coli V3065 growth, OD600 absorbance, 18 h; actives 0.27% (n = 330,000); inhibition, % at 11.9 µM;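 active = inhibition above the campaign's mean inhibition across all tested compounds plus 3 SD, cut at about 9.9% in these data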;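 also: uninfected addAB+ strain grown without phage in ampicillin broth; 0% = DMSO wells and 100% = ciprofloxacin 0.95 µg/ml wells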
PfHsp90 yeast 2 – inhibits growth of yeast expressing Plasmodium falciparum Hsp90; S. cerevisiae expressing PfHsp90, BacTiter-Glo ATP, 48 h; yeast lacking PDR1 and PDR3 efflux regulators; inhibition, % at 9.4 µM; actives 0.32% (n = 310,000); AID 504621;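 active = every replicate shows inhibition above about 80%, whatever the replicate mean, limit read from the data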;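 also: 0% = DMSO neutral controls and 100% = 20 µM radicicol positive controls; yeast relying on Plasmodium falciparum Hsp90 in place of its own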
phage Ecoli inh – E. coli growth loss with phage present | growth absorbance | actives 0.26% (n = 360,000) | inhibition, % at 11.9 µM; in the data active = inhibition above about 11%
MOR-DOR inv ag – mu-delta opioid heterodimer inverse agonism; cell-based MOR-DOR heterodimer luminescence; inhibition, % at 9.3 µM; actives 0.21% (n = 340,000); in the data active = inhibition above about 22%, passing the limit was not always enough;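 also: 0% = cells with DMSO and 100% = wells without cells with DMSO; values of inactives mirror those of a sister screen read the other way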
Tat export inh – E. coli Tat transport inhibition; actives 0.036% (n = 340,000); inhibition, % at 10 µM; E. coli MC4100 TorA-mCherry Tat export, fluorescence;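 active = mean replicate inhibition at least 50% and at least half of replicates individually reaching 50%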;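 also: exported cargo escapes ClpAP degradation while cytoplasmic cargo is degraded and loses fluorescence; 0% = median of neutral control wells and 100% = median of NaSCN control wells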
Arr AP2 block – blocks beta-arrestin peptide binding to AP2 adaptin. FITC-arrestin peptide / GST-AP2 beads, flow cytometry; AP2 beta2 appendage carries R879A mutation. inhibition, % at 10 µM. actives 0.31% (n = 340,000). AID 504490;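 active = inhibition above a set limit, near 3 SD of compounds lacking own fluorescence, cut at about 54% in these data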;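 also: plate controls were DMSO wells for no effect and 5 µM unlabelled arrestin peptide for full effect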
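Material – GST-tagged AP2 beta2-adaptin appendage (R879A) on 4 µm glutathione beads · Probe or stimulus – fluorescein-tagged arrestin peptide at 50 nM final · Timing – 12 min plus 1 h, RT · Detection – bead flow cytometry, FITC channel · Read-out basis – inhibition as reduced fluorescein signal on beads, percent · Medium – PBS plus Tween 20 (0.05%) and BSA (0.1%)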
Pemphigus Ab inh – inhibitors of pemphigus antibody binding to human desmoglein-3. P32926. DSG3-coupled beads, scFv-anti-DSG3-GFP binding, flow cytometry; active compounds read low. binding (percent of control), % at 10 µM. actives 0.48% (n = 310,000). AID 588358;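 active = binding more than 3 SD below its plate's average and above zero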;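 also: hits lower antibody fragment binding to DSG3; some compounds called inactive have numbers as strong as hits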
AddAB inh – less growth of phage-infected E. coli with AddAB; E. coli expressing H. pylori AddAB, absorbance growth; actives 0.29% (n = 330,000); inhibition, % at 11.9 µM; in the data active = inhibition above about 12%;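 also: 0% = vehicle wells of infected cells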
Mot1-301 SUMO – blocks SUMOylation pathway, rescuing yeast Mot1-301 growth; growth rescue, % at 18.8 µM; actives 1% (n = 320,000); AID 2716; S. cerevisiae Mot1-301 growth rescue, ATP luminescence, 38.5C; percent above DMSO median, 100 means doubled;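 active = every valid replicate shows activation above 250% relative to neutral control wells; inactive = the rest, any valid replicate at or below 250%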;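 also: OY570 slx delta 5 strain wells were the positive control but not used for scaling; some compounds called inactive have numbers as strong as hits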
PKA-R1A act – activators of PKA-R1A complex; P00514+P68181; PKA-R1A dissociation, Cy5-IP20 fluorescence polarization; scaled: DMSO 0%, 113 µM cGMP 100%; activation, % at 11.4 µM; actives 0.083% (n = 340,000);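 active = percent activation above the mean of all tested compounds plus 3 SD, cut at about 19% in these data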;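 also: higher means more PKAc released from R1A so a rise in polarization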
* hit, by the source's call; / = not tested or not shown.

Sequence of screens – OPRM1-OPRD1 ag, Ecoli viability, PfHsp90 yeast 2, phage Ecoli inh, MOR-DOR inv ag, Tat export inh, Arr AP2 block, Pemphigus Ab inh, AddAB inh, Mot1-301 SUMO, PKA-R1A act
CCOC(=O)C1CCN(c2nc3ccccc3nc2C(C#N)C(=O)OC(C)COC)CC1 (stereo unspecified)
    -2.3, -3.1, -8, 0.5, 12, -4, 6, 102, 1.1, 5, -3
Cc1ccnc(NC(=O)c2ccc([N+](=O)[O-])s2)c1
    5.8, 9.5, 0, 7.5, -40, -8, 40, 100, 14*, -26, -14
COc1cc(CN2CCNC(=O)C2CC(=O)N(C)Cc2cccnc2)cc(OC)c1 (stereo unspecified)
    0.3, -0.3, /, 3.7, -2, -8, -2, 82, 2.8, -7, -1
O=C(c1nc2ccc(Cl)cn2c1CN1CCCC1)N1CCc2ccccc2C1
    -0.1, 1.5, -7, -1.3, 0, -4, 9, 109, 0.2, 7, -6
COc1ccc(/C=N/NC(=O)c2ccc(CSc3nc(C)cc(C)n3)cc2)c(OC)c1OC
    0.0, -0.8, 7, 4.0, 0, -6, -1, 101, -0.1, -2, -8
CN(C)c1ccc(CNn2cnnc2)cc1
    -2.1, -1.2, 1, -0.2, 12, 8, 16, 99, 0.9, 10, -14
Cc1nnc(SCC(N)=O)n1CCc1ccccc1
    2.8, 3.1, /, 1.7, -16, -8, 12, /, 3.3, /, 2
CCN(CC)CCNC(=O)c1ccc(CS(=O)(=O)c2ccc(Br)cc2)o1
    -1.4, -3.3, 4, 0.8, 7, -5, 4, 117, 6.7, -16, -8
Cc1ccc(S(=O)(=O)N2CCOCC2)cc1NC(=O)Cn1ccsc1=N
    -1.6, 1.9, -20, 1.7, 9, 5, 8, 102, 5.0, 23, -14
CC(=O)CC[C@@H](C)O[C@@H]1OC(C)[C@H](O)CC1O (stereo partly specified)
    -0.5, -0.2, 9, 1.4, 3, -9, 7, 99, -0.3, 1, 2
Cc1ccc2c(c1)[nH]c1c(=O)n(CCCN3CCOCC3)cnc12
    1.6, 0.1, /, -0.3, -8, -10, 19, 106, 2.4, -18, -2
COc1ccc(-c2cnn(C3CCS(=O)(=O)C3)c2N)cc1 (stereo unspecified)
    -1.7, 0.8, -12, -0.1, 9, -4, 4, 98, -0.2, -4, 4
CC(C)CNC(=O)c1ccccc1NC(=O)CN(c1ccccc1)S(=O)(=O)N(C)C
    -1.3, 0.0, 2, 3.8, 7, 0, 43, 54*, 1.8, -8, -1
CCN1CCN(CC(=O)N2N=CCC2c2ccccc2)CC1 (stereo unspecified)
    -2.9, 1.3, 6, 1.5, 15, -5, 6, 116, 1.6, 805*, -17
CC(C)C[C@H](NC(=O)c1[nH]cnc1C(=O)N[C@@H](Cc1ccccc1)C(=O)OCc1ccccc1)C(=O)OC(C)(C)C
    -0.3, 1.1, /, 4.3, 2, 4, -4, 105, 3.4, -5, -4
CCCC(=O)Nc1c(-c2ccccc2)c(=O)c(C)nn1-c1ccccc1
    -1.9, -2.2, -31, -0.2, 10, 2, 4, 106, 7.1, -22, -3
COc1ccc(CCNC(=O)C2CCCN(S(=O)(=O)c3cccc4nonc34)C2)cc1OC (stereo unspecified)
    -1.3, 0.9, 15, 1.4, 5, -6, 6, 100, 1.6, 1, 2
O=C(Nc1nccs1)C1CCCN1/C=C/C(=O)C(F)(F)F (stereo unspecified)
    -3.8, 1.2, 5, 2.5, 20, -2, 2, 109, 4.0, 85, -18
CCCC(c1nnnn1Cc1ccco1)N1CCN(C2CCCC2)CC1 (stereo unspecified)
    -1.8, -3.6, -6, 3.3, 10, 2, 9, 76, -1.6, 21, 1
COc1ccc(CNC(=O)Cn2cc(C(F)(F)F)ccc2=O)cc1OC
    -1.5, 1.1, 16, 1.0, 8, 2, -11, 99, 2.3, -1, 3
COCC1CCN(C(=O)c2ccc3oc(Cc4ccc(Cl)cc4)nc3c2)C1 (stereo unspecified)
    -0.5, 1.8, -5, -0.2, 3, 5, 6, /, -1.4, 12, -5
COc1ccc(C(=O)Nc2ccc(Oc3ncnc4sc(-c5ccccc5)cc34)cc2)cc1OC
    2.7, -1.0, -28, -0.3, -14, -9, 8, -207*, 4.0, 1, 1
Cc1csc(NC(=O)CSc2nnc(-c3ccoc3C)n2Cc2ccco2)n1
    -1.6, 1.4, -3, -1.4, 9, -7, 16, 68, 1.2, -11, -3
Cc1cc(=O)[nH]c(-c2ccccc2O)n1
    -3.4, -0.5, /, /, 17, 1, -1, 100, 2.1, -4, 9
Cc1ccc(C(=O)N(CC(=O)NC2CCCC2)c2ccc(F)cc2)s1
    -0.3, 2.7, 19, 2.0, 2, 2, -1, /, 3.9, -21, -6
CCC(C(=O)OC)n1cnc2c(nnn2-c2ccc(F)cc2)c1=O (stereo unspecified)
    -1.2, 1.4, 8, 3.5, 7, 5, 0, 108, -1.1, 119, -8
CC(C)[C@H](NC(=O)OC(C)(C)C)C(=O)N/N=C/c1cccc2nccnc12
    -1.9, -0.8, /, 2.8, 10, 3, 28, 107, 0.8, 13, 3
CCSc1nnc(SCC(=O)N2CCN(C(=O)c3ccco3)CC2)s1
    -1.2, -0.8, -14, 3.7, 9, -6, 5, 106, -0.4, 17, -2
CN(C)C(=O)CSc1nc2ccccc2c(=O)[nH]1
    -4.3, 0.8, 6, 2.3, 20, 9, -13, 114, 4.2, -29, 1
O=C(Nc1cccnc1)C1(F)C(F)(F)C(F)(F)C(F)(F)C(F)(F)C1(F)F
    1.3, -0.9, 1, 3.5, -6, 0, -5, 88, 5.1, -28, -14

Sequence of screens – OPRM1-OPRD1 ag, Ecoli viability, PfHsp90 yeast 2, phage Ecoli inh, MOR-DOR inv ag, Tat export inh, Arr AP2 block, Pemphigus Ab inh, AddAB inh, Mot1-301 SUMO, PKA-R1A act
CCn1c(C)nc2cc(C(=O)N/N=C/c3cccc(OC)c3O)ccc21
    -2.0, -2.8, 13, 6.6, 12, 4, 21, 100, 2.8, -9, 6
O=C(COC(=O)c1cc(=O)[nH]c2ccccc12)NCc1cccs1
    -2.9, 0.3, -11, 2.7, 15, 9, -10, 96, -0.4, -19, -3
Cc1cc(C(=O)NC2CCCc3c2cnn3-c2cccc(C)c2C)n(C)n1 (stereo unspecified)
    3.4, -0.4, 21, -0.5, -23, 9, 47, 106, 0.8, -23, -12
O=C(CSc1nnc(-c2ccco2)n1CC1CCCO1)c1ccccc1 (stereo unspecified)
    0.1, 0.0, -19, 1.9, -1, -4, -8, 98, 1.2, -15, -12
Cc1ccccc1CN1CCN(C(=O)c2cccc(F)c2)CC1
    -1.1, -2.8, -11, 0.0, 6, 1, 20, 104, 1.8, 0, 4
O=S(=O)(N/N=C1/CC(c2ccccc2)Oc2ccccc21)c1ccccc1 (stereo unspecified)
    1.3, /, 18, 0.5, -6, 6, -9, /, /, /, -1
C[C@]12C(=O)N(c3ccc(Br)cc3)C(=O)N1[C@@H]1c3ccccc3OC[C@@H]1[C@H]2c1ccccc1
    1.0, 0.3, 18, -2.5, -6, -2, 10, 99, 2.6, 1, 0
O=C1c2ccccc2C(=O)N1c1ccccc1S(=O)C(F)(F)F (stereo unspecified)
    -0.3, -0.3, -10, 3.7, 2, 11, 4, 102, 0.6, 1, 4
O=S(=O)(c1cccc2cccc(Cl)c12)N1CCCC1
    -1.0, -1.9, -18, 0.9, 5, 0, 16, /, -0.2, 6, 2
CCn1ccnc1CNC(=O)CC1C(=O)NCCN1CCCc1ccccc1 (stereo unspecified)
    -2.8, 2.3, 15, 0.4, 14, 4, -11, 99, 3.0, 126, 15
CC(=O)Cc1nsc(NC(=O)c2ccc(COc3ccc(C)cc3)o2)n1
    -0.4, -1.3, -8, -2.7, 2, 5, -2, 102, -1.9, 38, -4
Cc1ccc(CNS(=O)(=O)c2cc(F)ccc2CN2C(=O)c3cccnc3C2=O)o1
    -2.7, -0.4, -22, -0.2, 14, 4, -2, 108, 1.4, 17, -3
COc1ccccc1C(C)NCC(=O)Nc1ccccc1C(F)(F)F (stereo unspecified)
    5.7, 1.3, -4, 2.4, -29, -2, 1, 106, 5.1, -12, -3
COc1ccccc1CN1Cc2cccc3c2[C@@H](CC1=O)[C@H](O)[C@H](O)C3
    0.4, 0.5, -15, 3.0, -2, -4, -5, 105, 1.3, 12, -13
CCOc1ccc(OCC)c(NC(=O)CSc2nc3ccccc3c(=O)n2C)c1
    0.4, 0.3, /, 0.7, -2, -9, 10, 108, 1.6, -22, -6
CCCC1=[N+](CC(=O)c2ccc(Br)cc2)CCn2cccc21
    -1.8, 0.3, -9, 0.2, 9, -7, -14, 105, 2.2, 278, -16
N#Cc1ncc(C(F)(F)F)cc1Sc1ccc(N)cc1
    -1.4, -2.4, -33, 0.6, 7, 9, 17, 95, 0.0, 24, -3
CCn1c(=O)c([N+](=O)[O-])c(NCCN(C)C)c2ccccc21
    0.5, 2.6, -1, 3.2, -3, -5, -13, 104, 1.9, -7, -14
CC1CCCN(CCCNC(=O)C2CC(=O)N(CCc3ccccc3)C2)C1 (stereo unspecified)
    -2.4, 0.1, -9, 1.6, 13, -11, -8, /, 2.9, -4, 9
C=CCNC(=O)C(C)Sc1ccc(Cl)cc1 (stereo unspecified)
    -0.2, -0.4, -2, 0.3, 1, -5, 4, 91, 0.1, 302, -3
O=C(c1ccc2ccccc2n1)N1CCN(Cc2c(F)cccc2Cl)CC1
    0.3, 1.5, 7, 1.1, -2, 0, 16, 111, 0.8, -27, 2

Whole records from above. Order of screens: OPRM1-OPRD1 ag | Ecoli viability | PfHsp90 yeast 2 | phage Ecoli inh | MOR-DOR inv ag | Tat export inh | Arr AP2 block | Pemphigus Ab inh | AddAB inh | Mot1-301 SUMO | PKA-R1A act
`Cc1ccccc1CN1CCN(C(=O)c2cccc(F)c2)CC1` in the list: -1.1 | -2.8 | -11 | 0.0 | 6 | 1 | 20 | 104 | 1.8 | 0 | 4
`CCn1ccnc1CNC(=O)CC1C(=O)NCCN1CCCc1ccccc1` (stereo unspecified) in the list: -2.8 | 2.3 | 15 | 0.4 | 14 | 4 | -11 | 99 | 3.0 | 126 | 15
